Source: PubChem (National Center for Advancing Translational Sciences (NCATS))
PNC inhibitor: High Content Assay for Compounds that inhibit the Assembly of the Perinucleolar Compartment. AID 2417, 2010. actives 3.1% (n = 140,000). activity change (PNC), negative = inhibition, % at 10 µM. PC3M PTB-GFP, PNC prevalence imaging, 16 h; active compounds read low;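 active = readout at or below -70, meaning at least 70% loss of cells showing the perinucleolar compartment, a nuclear body marking cancer cells; inconclusive = readout between -30 and a set limit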;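 also: plate controls were DMSO wells for no effect and camptothecin positive control wells for full effect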
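PC3M cells stably expressing PTB-GFP, 750–1000 cells/well, treated 16 h at 37 °C with compound (23 nl of library stock), in duplicate. After paraformaldehyde fixation and Hoechst stain, imaged at 20x; PNC prevalence scored by image analysis.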
ALOX15B inhib: qHTS Assay for Inhibitors of 15-hLO-2 (15-human lipoxygenase 2); purified 15hLO-2, xylenol orange hydroperoxide absorbance; Potency, µM (titrated, usually from 57.1 µM), for inactives: at the highest dose activity change, negative = inhibition, hits mostly inhibitors; Polyunsaturated fatty acid lipoxygenase ALOX15B (Homo sapiens), O15296; actives 0.56% (n = 110,000); also: potency is read from the fitted curve at half-maximal effect; nearly all actives have a fitted effect of over 60% in size; many of its hits are not listed in these tables
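Enzyme 50 nM, AA 45 uM, 25 mM Hepes pH 7.5 + 0.01% Triton X-100; cpd preinc 15 min RT, rxn 90 min RT; stop/detect with 200 uM XO + 300 uM Fe(II) in 50 mM H2SO4, 30 min; A573/A405.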
IMPase inh: qHTS Assay for Identifying the Cell-Membrane Permeable IMPase Inhibitors. Inositol monophosphatase 1 (Rattus norvegicus), P97697. CHO-M1 cells, IP1 accumulation, HTRF TR-FRET ratio. inhibition (IP1 accumulation), % at 46.1 µM. 120,000 tested, under 10 active; active = well fitted curve in the direction sought with a large enough effect in the signal ratio, not every such curve was filed as active; inconclusive = small, poorly fitted or top-dose-only effect, or a change in a side signal; inactive = no such curve, though single readings can be large or run the other way; the % refers to the signal ratio;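 also: cells stimulated with carbachol in lithium chloride buffer; plate controls were DMSO basal wells for no effect and reference inhibitor wells for full effect; higher means more IMPase inhibition seen as more IP1 and lower FRET ratio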
Target sequence (P97697 whole entry, looked up): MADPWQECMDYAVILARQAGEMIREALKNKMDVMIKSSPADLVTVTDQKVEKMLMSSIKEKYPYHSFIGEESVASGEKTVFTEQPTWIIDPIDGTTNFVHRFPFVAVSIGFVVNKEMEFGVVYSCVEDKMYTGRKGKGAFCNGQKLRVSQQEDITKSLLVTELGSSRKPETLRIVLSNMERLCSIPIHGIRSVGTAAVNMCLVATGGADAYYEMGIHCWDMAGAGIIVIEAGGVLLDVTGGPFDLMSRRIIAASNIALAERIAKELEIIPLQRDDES
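CHO-M1 cells (CHO stably expressing M1 receptor), compound up to 46 uM final, stimulated with carbachol (50 uM as added) in buffer with 50mM LiCl, pH 7.4, 30 min at 37C. Cytosolic IP1 read by TR-FRET; AC50 from Hill fits.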
ALOX12 inhib: qHTS Assay for Inhibitors of 12-hLO (12-human lipoxygenase) | Polyunsaturated fatty acid lipoxygenase ALOX12 (Homo sapiens), P18054 | purified 12-hLO, xylenol orange hydroperoxide absorbance | Potency, µM (titrated, usually from 57.1 µM), inactives show at the highest dose activity change, negative = inhibition, hits mostly inhibitors | actives 0.12% (n = 150,000); also: potency is read from the fitted curve at half-maximal effect; nearly all actives have a fitted effect of over 55% in size; many of its hits are not listed in these tables
Target sequence (P18054 whole entry, looked up): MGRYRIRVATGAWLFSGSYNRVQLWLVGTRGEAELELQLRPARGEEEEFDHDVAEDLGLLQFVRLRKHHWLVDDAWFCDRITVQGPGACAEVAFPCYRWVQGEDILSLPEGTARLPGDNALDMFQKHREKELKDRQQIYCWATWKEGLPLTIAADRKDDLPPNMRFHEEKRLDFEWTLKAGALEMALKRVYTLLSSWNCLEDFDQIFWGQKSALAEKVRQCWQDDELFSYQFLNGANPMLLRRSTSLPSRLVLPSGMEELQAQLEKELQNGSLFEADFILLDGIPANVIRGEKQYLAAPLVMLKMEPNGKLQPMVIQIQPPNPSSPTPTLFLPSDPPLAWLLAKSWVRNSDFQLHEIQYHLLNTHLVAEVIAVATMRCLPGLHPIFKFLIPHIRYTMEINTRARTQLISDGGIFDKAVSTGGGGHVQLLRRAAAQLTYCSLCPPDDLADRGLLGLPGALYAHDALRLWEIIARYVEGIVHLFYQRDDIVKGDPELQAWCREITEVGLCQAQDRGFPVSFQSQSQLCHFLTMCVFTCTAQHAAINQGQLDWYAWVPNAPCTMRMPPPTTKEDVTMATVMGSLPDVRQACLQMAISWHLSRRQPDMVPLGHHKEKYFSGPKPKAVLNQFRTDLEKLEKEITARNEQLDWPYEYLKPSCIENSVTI
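Hydroperoxide formation by human 12-lipoxygenase from 40 uM arachidonic acid was followed colorimetrically via ferric-xylenol orange complex, using the 573/405 nm absorbance ratio. Enzyme concentration was 150 nM, with 30 min reaction at room temperature.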
Numbers without * were called inactive; ? = inconclusive; . = no result given; [ ] = another dose, or the depositor's remark. Unless noted, calls follow the shape of the dose curve; as a rule, active = well fitted curve in the direction sought with a large enough effect; inconclusive = small, poorly fitted or top-dose-only effect, or another doubt; inactive = no such curve, though single readings can be large; an effect the other way counts as inactive or inconclusive. Unless noted, % is scaled to controls: 0 for no effect and ±100 for the full control effect.

nr | molecule | PNC inhibitor | IMPase inh
1 | Cn1c(=O)c2[nH]c(NCCCN3CCOCC3)nc2n(C)c1=O | ? | 4
2 | COc1ccccc1CNC(=O)C(=O)NCC1CCCO1 (stereo not given) | -28 | -5
3 | O=C1N/C(=N\N=C\c2cccs2)SC1Cc1ccc(Cl)cc1Cl (stereo not given) | ? | -4
4 | Cc1cc(NC(=O)CSc2c(C)[nH]c3ccccc23)no1 | ? | 6
5 | CCSc1cc(N2CCOCC2)nc(-c2ccccc2)n1 | 33 | .
6 | COc1ccc(OC)c(S(=O)(=O)Nc2ccc(F)cc2)c1 | 19 | ?
7 | Cc1nc2cncc(Br)c2n1C | -28 | -4
8 | CC(C)Oc1ccc(C(=O)NCc2ccco2)cc1 | 51 | -6

nr | ALOX12 inhib | ALOX15B inhib
1 | -4% | -4%
2 | 2% | .
3 | 3% | .
4 | 0% | -4%
5 | 0% | .
6 | -2% | -5%
7 | 0% | -2%
8 | 2% | -5%

Next section
nr | molecule | PNC inhibitor | IMPase inh
9 | O=S(=O)(Nc1ncccn1)c1ccc(Nc2ncnc3ccccc23)cc1 | ? | -2
10 | CCOC(=O)N1CCN(c2c(NCCOC)c(=O)c2=O)CC1 | -25 | 5
11 | Cc1ccc(NC(=S)N2CCN(C)CC2)c(C)c1 | -18 | .
12 | COc1ccc(CNC(=O)COC(=O)CCC2CCCCC2)cc1 | 36 | -5
13 | CCOC(=O)C1=NNC2C(=O)N(C3CCCCC3)C(=O)C12 (stereo not given) | -11 | 21
14 | Cc1ccc(N2C(=O)Nc3ccc(Br)cc3C2(O)C(=O)NCCCN(C)C)cc1C (stereo not given) | ? | 2
15 | O=C(NC1CCCCCCC1)C1CCN(S(=O)(=O)N2CCCC2)CC1 | 17 | 11
16 | Cc1c(Cl)cccc1N1C(=O)c2ccccc2C1=O | ? | 0

nr | ALOX12 inhib | ALOX15B inhib
9 | -1% | -3%
10 | -7% | -1%
11 | 2% | .
12 | 1% | .
13 | -2% | -1%
14 | 2% | 3%
15 | -6% | -5%
16 | -6% | 6%

(continued)
nr | molecule | PNC inhibitor | IMPase inh
17 | Cc1cccc(-n2cc(-c3ccc([N+](=O)[O-])cc3)[nH]c2=S)c1 | -29 | 3
18 | CCOC(=O)Cn1cncc1-c1ccc([N+](=O)[O-])cc1 | 25 | .
19 | COC(=O)[C@H]1C[C@@H]1[C@H](NC(C)=O)c1ccccc1 | . | .
20 | CC1CN(C(=O)c2cn3ccccc3n2)CC(C)O1 (stereo not given) | 4 | 5
21 | CC(C)(C)SCCNC(=O)/C=C/c1ccc(F)cc1 | 22 | .
22 | CN(C)S(=O)(=O)c1cccc(C(=O)NCc2cccs2)c1 | 3 | -1
23 | Cc1ccccc1NS(=O)(=O)c1cc(C(=O)Nc2cccc(N(C)S(C)(=O)=O)c2)ccc1C | 17 | 0
24 | O=C(CN1CCOCC1)NCC12CC3CC(CC(C3)C1)C2 | 23 | -1

nr | ALOX12 inhib | ALOX15B inhib
17 | -1% | .
18 | -6% | .
19 | 6% | 2%
20 | 7% | 0%
21 | -2% | .
22 | 1% | 5%
23 | 2% | -3%
24 | -1% | -6%

(listing goes on)
nr | molecule | PNC inhibitor | IMPase inh
25 | CC(C)(C)n1[nH]c2c3c(ccc2c1=O)C(=O)c1ccccc1C3=O | 1 | 24
26 | CCCCNC(=O)CSc1nc2ccccc2c(=O)n1Cc1ccc2c(c1)OCO2 | 85 | -21
27 | O=C(/C=C/c1ccc(O)c(O)c1)O[C@H]1C[C@@](O)(C(=O)O)CC(O)C1O (stereo not given in full) | . | .
28 | CC(Sc1nc(-c2ccccc2)cc(C(F)(F)F)n1)C(=O)NCc1ccco1 (stereo not given) | -17 | 2
29 | C=CCn1c(=N)n(CC(O)COc2ccccc2OC)c2ccccc21 (stereo not given) | 32 | 4
30 | CCCCC(=O)Nc1sc2c(c1C#N)CC(C)(C)OC2 | -12 | .
31 | Cc1ccc(NC(=O)CSc2nc3ccccc3c(=O)n2CCCN2CCCCC2)cc1C | -25 | 3
32 | CCn1nc(C(=O)OC2CCOC2=O)c2ccccc2c1=O (stereo not given) | 34 | -6

nr | ALOX12 inhib | ALOX15B inhib
25 | 3% | -14%
26 | 4% | .
27 | -6% | -7%
28 | 5% | -7%
29 | 4% | 7%
30 | -4% | .
31 | 0% | 72%[activator]
32 | 2% | 2%

(next part)
nr | molecule | PNC inhibitor | IMPase inh
33 | O=c1c(O)c(-c2ccc(O)cc2)oc2cc(O)ccc12 | . | -22
34 | CC1CCCCN1S(=O)(=O)c1ccc(NC(=O)c2ccco2)cc1 (stereo not given) | 7 | -3
35 | CCOC(=O)N/N=C/c1cccc(Cl)c1Cl | 38 | .
36 | O=C(N[C@@H](Cc1ccccc1)C(=O)O)c1ccccc1 | . | .
37 | COc1ccc(N2C(=O)C3C4C=CC(CC4)C3C2=O)c([N+](=O)[O-])c1 (stereo not given) | -18 | -16
38 | CCOC(=O)c1sc2ncn(/N=C/N(C)C)c(=O)c2c1C | -86* | -4
39 | Cc1ccc(N(CC(N)=O)C2SC(=O)N(Cc3ccccc3)C2=O)cc1 (stereo not given) | ? | 7
40 | O=C(Cn1cnc2c(cnn2-c2ccc(F)cc2)c1=O)N1CCN(c2ccccc2F)CC1 | -4 | -3

nr | ALOX12 inhib | ALOX15B inhib
33 | -1% | -29%
34 | -4% | 2%
35 | -3% | .
36 | 3% | -5%
37 | -3% | -8%
38 | 1% | 1%
39 | -2% | -3%
40 | 3% | -2%

(cont.)
nr | molecule | PNC inhibitor | IMPase inh
41 | O=[N+]([O-])c1ccc(/C=N/n2c(CO)nc3ccccc32)s1 | ? | 6
42 | COC(=O)NCC12CC3CC(C1)CC(CNC(=O)OC)(C3)C2 | 28 | 9
43 | NC(=O)CC[C@@H]1NC(=O)C(Cc2ccc(O)cc2)NC(=O)c2cc([N+](=O)[O-])cc(F)c2NCCC[C@@H](C(N)=O)NC1=O (stereo not given in full) | 49 | .
44 | CC1CCN(S(=O)(=O)c2cccc(C(=O)O)c2)CC1 | 28 | 0
45 | C/C(=N\NC(=O)c1c(Cl)c(C)nn1C)c1ccc(NC(=O)c2ccncc2)cc1 | 49 | .
46 | CCOc1ccc2nc(NC(NC(C)=O)(C(=O)OC)C(F)(F)F)sc2c1 (stereo not given) | 21 | 5
47 | CCOc1ccccc1C=Nc1ccccc1C(=O)Nc1ccccc1 | 18 | .
48 | CC(=O)Nc1ccc(NC2=CC(=O)CC(C)(C)C2)cc1 | -23 | 4

nr | ALOX12 inhib | ALOX15B inhib
41 | 3% | .
42 | 5% | -4%
43 | -2% | .
44 | 9% | 2%
45 | 0% | .
46 | 4% | -9%
47 | -1% | .
48 | -4% | -1%[2.29 µM]

Carrying on.
nr | molecule | PNC inhibitor | IMPase inh
49 | CCOC(=O)c1ccc(NC(=O)CCn2nnc3ccccc32)cc1 | 6 | -12
50 | CC12CN(S(=O)(=O)c3ccccc3)CC(C)(CN(S(=O)(=O)c3ccccc3)C1)C2 | -113* | -4
51 | O=C(c1ccco1)N1CCN(S(=O)(=O)c2cccc3nsnc23)CC1 | -9 | 8
52 | O=C(CCN1C(=O)c2ccccc2C1=O)Nc1ccc(S(=O)(=O)N2CCOCC2)cc1 | 49 | 8
53 | COc1cc(/C=N/NC(=O)CCc2ccccc2)ccc1O | -3 | 4
54 | O=S(=O)(NCC1CCCO1)c1cccc2nsnc12 (stereo not given) | 17 | -6
55 | Cc1c(Cl)cccc1NC(=O)CCC(=O)NNC(=O)c1ccccc1Cl | ? | -6
56 | Cc1ccc2c(=O)cc(C(F)F)oc2c1 | ? | 1

nr | ALOX12 inhib | ALOX15B inhib
49 | -4% | .
50 | 0% | 7%
51 | 3% | -2%
52 | -3% | -4%
53 | 2% | -3%
54 | -2% | 1%
55 | 2% | -2%
56 | 2% | 4%

(listing goes on)
nr | molecule | PNC inhibitor | IMPase inh
57 | CCOC(=O)c1cc(CC)sc1/N=C/C1C(=O)CC(C)(C)CC1=O | ? | -4
58 | CCCC(C(=O)NCC1CCCO1)N(Cc1ccco1)C(=O)CNS(=O)(=O)c1ccccc1 (stereo not given) | 49 | -4
59 | O=C(NCc1ccco1)c1cc2c(s1)CSC2 | 53 | 5
60 | N#CC1=C(N)NC(SCC(=O)Nc2ccc(Br)cc2)=C(C#N)C12CCCCC2 | 28 | -2
61 | Cc1csc(NC(=O)CSc2nnc(Cn3c(=O)sc4ccccc43)n2-c2ccccc2)n1 | -15 | 1
62 | COc1ccc2cc(CCNC(=O)c3ccc4c(c3)OCO4)c(=O)[nH]c2c1 | -25 | -6
63 | C=CCN(c1cccc(C(F)(F)F)c1)S(=O)(=O)c1cccc(C(=O)OCC(=O)NC(N)=O)c1 | -25 | .
64 | COCCn1c(=O)c(CCc2ccccc2)nc2cnc(OC)nc21 | . | .

nr | ALOX12 inhib | ALOX15B inhib
57 | 0% | .
58 | 3% | 7%
59 | -5% | -14%
60 | -18% | -14%
61 | 11% | -7%
62 | -16% | -3%
63 | 0% | .
64 | 2% | -1%

Following part
nr | molecule | PNC inhibitor | IMPase inh
65 | CC(=O)c1c(C(C)=O)c(C)n(NC(=O)c2ccccc2Cl)c1C | -17 | 2
66 | COc1ccc(-c2csc(Cc3nnc(N4CCOCC4)n3-c3ccccc3)n2)cc1 | -19 | -4
67 | COC(=O)[C@@]1(Cc2ccc(OC)cc2)[C@H]2c3cc(C(=O)N4CCCC4)n(CCc4ccc(O)c(OC)c4)c3C[C@H]2CN1C(=O)c1ccccc1 | . | .
68 | COc1cccc(CNc2ccc(N3CCC(C)CC3)cc2)c1OC | -18 | .
69 | COc1ccc(OC)c(C2C3=C(COC3=O)Nc3cc4c(cc32)OCO4)c1 (stereo not given) | ? | 1
70 | C=CCSc1nccc(-c2cc(Cl)sc2Cl)n1 | -15 | 1
71 | CCCC[C@@H]1C[C@H]1C(NC(=O)Cc1ccccc1)c1ccc(-c2ccccc2)cc1 (stereo not given in full) | . | .
72 | CCc1ccccc1OCCCOc1ccc(OC)cc1 | -16 | 8
73 | COc1ccc(CN(C(=O)c2cnccn2)C(C(=O)Nc2ccc(F)cc2)c2ccccc2)cc1 (stereo not given) | -95* | 4[0.0738 µM]
74 | CC(C(=O)Oc1ccc2c(c1)OCO2)N1C(=O)c2ccccc2C1=O (stereo not given) | 23 | 2
75 | COc1ccc(CC(=O)Nc2c3c(nn2-c2cccc(Cl)c2)CS(=O)C3)cc1 (stereo not given) | -119* | -5

nr | ALOX12 inhib | ALOX15B inhib
65 | -1% | -23%
66 | 0% | -19%
67 | -22% | -17%
68 | -11% | .
69 | -1% | 3%
70 | 3% | 9%
71 | 7% | 0%
72 | 3% | 20%
73 | 2% | .
74 | 6% | 7%
75 | 9% | .

Not all compounds are listed (hit frequency here may not be typical).
